14-3-3g Raf: modulators of human 14-3-3 gamma - Raf peptide interaction. P61981. actives 0.19% (n = 160,000). FP, 14-3-3gamma / TMR-pS259-Raf peptide binding. inhibition, % at 40 µM; in the data active means inhibition above about 30%;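 further: 0% = protein plus tracer without compound and 100% = blank with tracer alone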
Target sequence (P61981 whole entry, looked up): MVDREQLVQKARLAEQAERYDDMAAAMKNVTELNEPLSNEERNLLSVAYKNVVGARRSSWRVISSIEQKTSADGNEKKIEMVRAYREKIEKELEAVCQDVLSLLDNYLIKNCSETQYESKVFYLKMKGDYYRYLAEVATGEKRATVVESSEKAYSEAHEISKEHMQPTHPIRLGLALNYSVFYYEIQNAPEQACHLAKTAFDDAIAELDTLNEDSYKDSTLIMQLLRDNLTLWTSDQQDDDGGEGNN
An asterisk follows results filed as active; & = joins results of further samples.

no.	14-3-3g Raf	SMILES
1	-14	COc1ccc(NC(=O)c2sc(=S)n3c2[nH]c(=O)c2ccccc23)cc1
2	15	CCN(CC)c1ccc(C2C3=C(CC(c4ccco4)CC3=O)Nc3ccccc3N2C(C)=O)cc1 (stereo unspecified)
3	-8	COc1cc(NC(=O)C2CCCN2C(=O)OCc2ccccc2)cc(OC)c1 (stereo unspecified)
4	-4	O=C1Nc2ccc(Br)cc2C(c2ccccc2)C1N1CCOCC1 (stereo unspecified)
5	-10	O=C(NCCc1ccc(F)cc1)N1CCOCC1
6	-5	Cc1ccc(C)c(-n2c(-c3ccncc3)n[nH]c2=S)c1
7	3	Nc1ccc(Sc2ccc(N3C(=O)c4ccc(N)cc4C3=O)cc2)cc1
8	-7	O=C(CSc1nc2c(c(=O)n1-c1ccc(Cl)cc1)SCC2)c1ccccc1
9	-7	COc1ccc(OC)c(Nc2cc(C(=O)NCCCN3CCOCC3)c3ccccc3n2)c1
10	-66	O=C(OCc1nc2ccc(Cl)cc2n1CCO)c1ccc2c(c1)OCO2
11	-2	CC(C)c1[nH]c(=O)c(C#N)c2c1CSC(C)(C)C2
12	-8	CCOc1ccccc1NC(=O)Cn1nnc(C(=O)Nc2ccc(C)cc2)c1N
13	-1	Cc1cc(NC(=O)Cn2nc(-c3ccccc3F)ccc2=O)ccc1-n1cnnn1
14	-3	Cc1nc2cc(N3CCOCC3)c(NC(=O)C3CC3)cc2c(=O)n1Cc1ccccc1
15	1	CCOC(=O)C1CCCN(c2c(N3CCc4ccccc4C3)c(=O)c2=O)C1 (stereo unspecified)
16	-92	N#CC1(C#N)C(c2ccsc2)C(C(=O)c2cccs2)N2C=Cc3ccccc3C21 (stereo unspecified)

Quoted at random: three entries already listed.
no.	14-3-3g Raf	SMILES
9	-7	COc1ccc(OC)c(Nc2cc(C(=O)NCCCN3CCOCC3)c3ccccc3n2)c1
11	-2	CC(C)c1[nH]c(=O)c(C#N)c2c1CSC(C)(C)C2
10	-66	O=C(OCc1nc2ccc(Cl)cc2n1CCO)c1ccc2c(c1)OCO2

Carrying on.
no.	14-3-3g Raf	SMILES
17	0	O=C(Nc1ccc(N2S(=O)(=O)c3ccccc3S2(=O)=O)cc1)c1ccco1
18	-16	COc1ccc(OC)c(C(=O)CSc2nnc(-c3cccnc3)n2C)c1
19	-7	CNC(=O)c1ccc2nc(NC(C)=O)sc2c1
20	-4	CC(C)(CNS(=O)(=O)c1ccc(Cl)cc1)N1CCCCC1
21	-36	Cc1sc2ncn(CC(=O)N3CCC(Cc4ccccc4)CC3)c(=O)c2c1S(=O)(=O)N1CC(C)CC(C)C1 (stereo unspecified)
22	-3	CCOC(=O)C1=C(C)NC(=O)NC1c1ccc(-c2ccccc2)cc1 (stereo unspecified)
23	-1	COc1ccc(C2CC(=O)C3=C(C2)Nc2ccccc2NC3c2coc3ccc(Cl)cc3c2=O)cc1 (stereo unspecified)
24	-11	O=C(CSc1nnc(CNC(=O)c2ccco2)o1)Nc1ccc2c(c1)OCO2
25	10	CCOCCOC(=O)C1=C(C)NC(=O)NC1c1cc2c(cc1Br)OCO2 (stereo unspecified)
26	-4	COc1ccccc1N1CCN(C(=O)c2cnc(Nc3ccc(F)cc3)c3ccccc23)CC1
27	3	COC(=O)c1ccc(N=Cc2c(OC(=O)c3cccc([N+](=O)[O-])c3)ccc3ccccc23)cc1
28	2	CCN1CCN(C(=O)C2CCCN(S(=O)(=O)c3cccc4nsnc34)C2)CC1 (stereo unspecified)
29	1	Cc1ccc(C(=O)Nc2ccc(Cl)c([N+](=O)[O-])c2)cc1
30	-14	COc1ccc(-c2nc3n(n2)C(=O)CC(c2ccco2)S3)cc1 (stereo unspecified)
31	12	O=C1C2C3C=CC(C3)C2C(=O)N1c1n[nH]c(-c2cccnc2)n1 (stereo unspecified)
32	11	C=CCn1c(=O)[nH]c2c1c(=O)n(C)c(=O)n2C
33	-4&2	O=C(O)CCC(=O)Nc1ccc(N2CCOCC2)cc1
34	-9	COc1ccc(OCC2c3cc(OC)c(OC)cc3CCN2C(=O)c2ccc(Cl)cc2)cc1 (stereo unspecified)
35	-9	O=c1ccc(Oc2nc(N3CCCCC3)nc(N3CCCCC3)n2)n[nH]1
36	0	CC1=NN(C(=O)COc2ccc(C)c(C)c2)C(O)(C(F)(F)F)C1 (stereo unspecified)
37	-12	CCOc1ccc2nc(SCC(=O)NC3CCCCC3)sc2c1
38	-3	Cc1cc(S(=O)(=O)n2nnc3ccccc32)c(C)cc1Br
39	1&13	CC(=O)NC(CCS(C)(=O)=O)C(=O)Nc1ccc2c(c1)OCO2 (stereo unspecified)
40	-2	CCC(C)(C)NC(=O)C(c1cccc(OC)c1)N(C(=O)c1ccn[nH]1)c1cccc(OC)c1 (stereo unspecified)
41	-9	CCCCN(CCCC)CCCNC(=O)CC1Oc2ccc(C)cc2NC1=O (stereo unspecified)
42	-7	CCOc1cccc(C2C(C(=O)OCc3ccccc3)=C(C)NC3=C2C(=O)CC(C)(C)C3)c1 (stereo unspecified)
43	-31	NC(=O)c1cc2nc(-c3cccs3)cc(C(F)(F)Cl)n2n1
44	-20	CCOC(=O)c1cc2cc3ccc(Cl)cc3nc2o1
45	-1	C=CCn1c(C(C)O)nc2ccccc21 (stereo unspecified)
46	-22	CCOC(=O)c1cccc(Nc2cc(C)nc3ccccc23)c1
47	-4	COc1cc(OC)c(C2CC(c3ccc(Cl)cc3)Nc3ncnn32)cc1OC (stereo unspecified)
48	-31	Cc1ccc(N2C(=O)C3C(C2=O)C(C(=O)c2ccc(Cl)cc2)N2CCCC32)cc1 (stereo unspecified)
49	-4	CCn1c2ccccc2c2cc(CN3CCCC(C(=O)N4CCCCCC4)C3)ccc21 (stereo unspecified)
50	0	COc1ccc(-c2noc(-c3cccc(OC)c3OC)n2)cc1OC
51	3	O=C(CCCC(=O)Nc1cccnc1)Nc1cccnc1
52	-97	COc1cc2c(cc1OC)C(COc1ccccc1OC)N(C(=O)c1cccc(Cl)c1)CC2 (stereo unspecified)
53	-9	NC(=O)CSc1nc2ccccc2c(=O)n1Cc1ccccc1
54	-7	O=C(Nc1ccccc1C(=O)Nc1ccc(F)cc1)c1cccc(S(=O)(=O)N2CCCC2)c1
55	-1	O=C(Nc1ccc(Cl)cc1)c1c(Br)sc2c1CCCC2
56	-16	Cc1cc(Br)ccc1NC(=O)c1sc2ncn(CC(=O)N3CCCC(C)C3)c(=O)c2c1C (stereo unspecified)
57	1	CCCOc1ccc(C2C3=C(CC(C)(C)CC3=O)NC3=C2C(=O)CC(C)(C)C3)cc1
58	-21	Cc1cccn2c(=O)c3cc(C(=O)NCc4ccccc4)c(=N)n(CC4CCCO4)c3nc12 (stereo unspecified)
59	12	O=C(Nc1ccc(F)cc1)c1cc(-c2ccccc2)nc2ccccc12
60	-25	CCN(CC)S(=O)(=O)c1ccc2oc(C(=O)NCc3ccccc3)c(C)c2c1
61	0	CCOc1ccc2nc(SCc3nc4ccccc4[nH]3)sc2c1
62	8	O=C(NCc1ccc(C(=O)NCc2ccco2)cc1)c1cccc(Br)c1
63	-22	CC(C)(C)C(=O)C1C(c2ccccc2F)C(C#N)(C#N)C2c3ccccc3C=CN12 (stereo unspecified)
64	4	COCCn1c(SCC(=O)N2CCC(C)CC2)nc2ccccc2c1=O
65	-7	Cc1cccc(N2CCN(C(=O)CCSCc3ccccc3F)CC2)c1C
66	-8	COc1ccc(/C(O)=C2\C(=O)C(=O)N(c3cc(C)on3)C2c2ccccc2OC)cc1 (stereo unspecified)
67	-5	CCc1ccc(N2CC(C(=O)Nc3cccc(C)c3C)CC2=O)cc1 (stereo unspecified)
68	-4	CC(C)(C)c1ccc(-c2nc(-c3cccc([N+](=O)[O-])c3)no2)cc1
69	0	COc1cc(C2NCC(c3ccc([N+](=O)[O-])cc3)O2)ccc1O (stereo unspecified)
70	-12	CN(Cc1ccccc1)C(=O)c1cccc(C(=O)N(C)Cc2ccccc2)c1
71	71*	O=C(CN1CCN(Cc2ccccc2Cl)C1=O)NCc1ccccn1
72	-5	O=C(Nc1ccccc1Cl)c1cccc([N+](=O)[O-])c1

Other entries.
no.	14-3-3g Raf	SMILES
73	-2	CCOC(=O)c1c(N)c(C#N)n2c1CCC2
74	3	CCOc1ccc(-n2c(=O)c3c(C)c(C)sc3n(CC(=O)N3CCCCC3CC)c2=O)cc1 (stereo unspecified)
75	-7	CC1CN(c2ncnc3sc4c(c23)CCCCC4)CC(C)O1 (stereo unspecified)
76	-6	O=C(c1ccccc1)N1CCCC(C(=O)N2CCCCCC2)C1 (stereo unspecified)
77	-14	O=C(NCc1ccco1)c1ccc2c(=O)n(Cc3ccc(Cl)cc3)c(=S)[nH]c2c1
78	-6	Cc1ccc(SCc2[nH]nc3c2C2(CCSCC2)C(C#N)=C(N)O3)cc1
79	-7	Clc1ccc2[nH]c3c(NCC4CCCO4)ncnc3c2c1 (stereo unspecified)
80	12	CCCSc1nnc2c(n1)OC(c1cccc(OC)c1)Nc1ccccc1-2 (stereo unspecified)

Quoted from the listing:
14-3-3g Raf, `CCOc1ccc(-n2c(=O)c3c(C)c(C)sc3n(CC(=O)N3CCCCC3CC)c2=O)cc1` (stereo unspecified) is entered as 3
14-3-3g Raf, `O=C(NCc1ccco1)c1ccc2c(=O)n(Cc3ccc(Cl)cc3)c(=S)[nH]c2c1` is entered as -14

Next section
no.	14-3-3g Raf	SMILES
81	-3	COc1ccc(-c2nn(-c3ccccc3)cc2C(=O)Nc2ccc(C(=O)O)cc2)cc1OC
82	-10	COc1cc(C(=O)Nc2ccc3c(c2)oc2ccccc23)cc(OC)c1OC
83	-32	O=C(C1CC1)N1CCc2cc(Br)cc(S(=O)(=O)N3CCN(c4cccc(Cl)c4)CC3)c21
84	-8	Cc1cc(I)ccc1NC(=O)c1cccc(CSc2nncn2C)c1
85	-11	CCOC(=O)c1c(-c2ccccc2)csc1NC(=O)CSc1nc2ccccc2o1
86	-5	COc1cccc(-c2nn(C)c3sc(C(=O)N4CCN(c5ccccc5)CC4)cc23)c1
87	5	O=C1C2CCCCC2C(=O)N1c1ccc(N2CCC(O)(c3cccc(C(F)(F)F)c3)CC2)c([N+](=O)[O-])c1 (stereo unspecified)
88	-4	O=C(CSc1nnc(C23CC4CC(CC(C4)C2)C3)n1-c1ccccc1)NCc1ccccc1
89	-17	CC(C)(C)c1cc(CC(=O)O)cc(C(C)(C)C)c1O
90	6	COCCNC(=O)c1ccc(CS(=O)(=O)Cc2cccc(C)c2)o1
91	-8	COC(=O)C1=C(C(=O)OC)C(c2cc([N+](=O)[O-])ccc2O)c2sc(=O)[nH]c2S1 (stereo unspecified)
92	-9	O=C(c1ccccc1)n1c(=S)nc2ccc(Br)cn21
93	-1	COCCN(CC(=O)NCC1CCCO1)C(=O)CCC(=O)Nc1cc(C)on1 (stereo unspecified)
94	-11	CCC(Sc1nc2ccsc2c(=O)n1Cc1ccc2c(c1)OCO2)C(=O)NCc1cccnc1 (stereo unspecified)
95	-9	COc1cccc(CN2CCN(Cc3ccc4c(c3)OCO4)CC2)c1OC
96	-13	CC(=O)N1N=C(c2ccccc2)CC1c1ccc2nccnc2c1 (stereo unspecified)

A different layout for 6 compounds above.
nr	SMILES	14-3-3g Raf
92	O=C(c1ccccc1)n1c(=S)nc2ccc(Br)cn21	-9
93	COCCN(CC(=O)NCC1CCCO1)C(=O)CCC(=O)Nc1cc(C)on1 (stereo unspecified)	-1
95	COc1cccc(CN2CCN(Cc3ccc4c(c3)OCO4)CC2)c1OC	-9
94	CCC(Sc1nc2ccsc2c(=O)n1Cc1ccc2c(c1)OCO2)C(=O)NCc1cccnc1 (stereo unspecified)	-11
96	CC(=O)N1N=C(c2ccccc2)CC1c1ccc2nccnc2c1 (stereo unspecified)	-13
91	COC(=O)C1=C(C(=O)OC)C(c2cc([N+](=O)[O-])ccc2O)c2sc(=O)[nH]c2S1 (stereo unspecified)	-8

Following part
no.	14-3-3g Raf	SMILES
97	7	O=[N+]([O-])c1ccc(Cl)cc1N1CCc2ccccc2C1
98	-158	COC(=O)c1ccccc1NC(=O)CSc1n[nH]c(C)c1[N+](=O)[O-]
99	0	CCCN1C(=O)C(O)(C/C(C)=N/O)c2ccccc21 (stereo unspecified)
100	2	Cc1ccc(NC(=O)Nc2cccs2)cc1
101	0	COc1ccc(OC)c(S(=O)(=O)Nc2ccc(O)c(Sc3ncn[nH]3)c2)c1
102	8	CCOC(=O)c1[nH]c2ccc(F)cc2c1N
103	-4&-4	Cc1ccc(S(=O)(=O)c2c(C)nn(C(C)(C)C)c2OC(=O)c2ccc(Br)o2)cc1
104	-9	O=C(CCNS(=O)(=O)c1cccc2nonc12)N1CCN(c2ccccc2)CC1
105	-2	CCOC(=O)c1cnc(SCC(=O)NCc2cccs2)nc1N
106	-9	CC(C)Cn1c(N)c(C(=O)NCCN2CCOCC2)c2nc3ccccc3nc21
107	4	CC(C)(C)n1ncc2c(=O)n(CC(=O)Nc3ccc(Cl)cc3)cnc21
108	0	O=C(O)c1ccc2c(c1)N(Cc1ccccc1)C(=O)c1ccccc1S2
109	-12	COC(=O)c1ccc(NC(=O)CN2CCN(S(=O)(=O)c3ccc(C(C)C)cc3)CC2)cc1
110	-6	CCOC(=O)c1ccc(-n2sc3c(c2=S)-c2ccccc2NC3(C)C)cc1
111	-2&9	Cc1cc(C(F)(F)F)nc(NCc2cccnc2)n1
112	-16	CCOc1ccc(OCC)c(NC(=O)C2CCN(S(=O)(=O)c3ccc(Br)s3)CC2)c1
113	-4	Cc1ccc(F)cc1N1C(=O)CSC1c1ccc(Cl)cc1 (stereo unspecified)

Screening data: PubChem, Emory University Molecular Libraries Screening Center

This is a subset (hit frequency here may not be typical).
